KB-3-1 tox = KB-3-1 parental cell cytotoxicity. Potency, µM (top dose mostly 46.1 µM), inactives show at the top dose activity change, negative = cytotoxic, most hits filed as cytotoxic. 1.4% of 400,000 active. KB-3-1 viability, CellTiter-Glo ATP luminescence, 72 h; also: potency is read from the fitted curve at half-maximal effect; % is scaled to controls: 0 for no effect and ±100 for the full control effect; nearly all actives have a fitted effect of over 60% in size
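KB-3-1 cells, DMEM (no phenol red) + 10% FBS; compound by pin transfer, 72 h, 37 °C. Readout: CellTiter-Glo luminescence after 10 min. Data normalized, curve-fitted.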
IL1B secr inh = inhibitors of inflammasome signaling (IL-1 beta secretion); activity change, % at 57.5 µM; 4.7% of 360,000 active; THP-1 LPS/ATP IL-1B secretion, AlphaLISA, 16 h; stronger effect = lower value; in the data active = activity change below about -50%; inconclusive = mostly about -30% to -49%; also: % is scaled to controls: 0 for no effect and ±100 for the full control effect
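THP-1 cells pretreated 1 hr with compounds (up to 57.5 uM final), then stimulated with LPS (250 ng/mL final) plus ATP (1.25 mM final); secreted IL-1B measured by AlphaLISA after 16 hr, decreased signal indicating inhibition.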
SW480 rereplic = inducers of DNA re-replication in SW480 colon cancer cells. SW480 DNA re-replication, Hoechst DNA content imaging, 48 h. Potency, µM (highest dose often 46.1 µM), for the others: top-dose re-replication activation, actives largely listed as activators. 1.8% of 340,000 active. AID 624297; also: potency is read from the fitted curve at half-maximal effect; % of control where 0% means no effect; nearly all actives have a fitted effect of over 55% in size
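Readout is total intensity of Hoechst-stained nuclei, excited at 405 nm and collected at 500-530 nm. Compound treatment lasted 48 hr at 37 C in 5% CO2 before staining.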
KB-V1 cytotox = kills drug-selected multidrug resistant KB-V1 cells | KB-V1 MDR cells viability, CellTiter-Glo, 72 h | Potency, µM (highest dose often 46.1 µM), for the others: at the highest dose activity change, negative = cytotoxicity, most hits filed as cytotoxic | 3.4% of 400,000 active | AID 1347076; also: potency is read from the fitted curve at half-maximal effect; % is scaled to controls: 0 for no effect and ±100 for the full control effect; nearly all actives have a fitted effect of over 60% in size
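In this primary screen, KB-V1 cells overexpressing P-gp are incubated with library compounds (lowest to highest concentration) for 72 h at 37 degrees C before a luminescent ATP viability read.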
D3 ag = activates the human D3 dopamine receptor; D3R DiscoveRx beta-arrestin cells, luminescence, 90 min; max activation, %; 0.58% of 410,000 active; AID 652048; in the data active = max activation above about 30%; also: 0% is about no effect; mostly tested at two doses, the higher about 12 µM
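Agonist-mode cell screen: cells plated at 1500/well and incubated overnight at 37 °C, then exposed to library compounds for 90 min at 37 °C. Detection reagent was added for 30–60 min at room temperature, and luminescence was read.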
HT1080-NT tox = kills 2HG-producing HT-1080-NT fibrosarcoma cells; HT-1080-NT fibrosarcoma viability, CellTiter-Glo ATP luminescence, 48 h; Potency, µM (series often up to 46.1 µM), for inactives: top-dose activity, negative = less viability, actives largely listed as cytotoxic; AID 686970; 1.6% of 360,000 active;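 also: NT is the 2HG producing partner of a matched IDH1 knockdown line; potency is read from the fitted curve at half-maximal effect; 0% = DMSO-treated cells and -100% = media-only wells without cells; nearly all actives have a fitted effect of over 55% in size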
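A 48-hour cytotoxicity screen used HT-1080-NT cells plated 2 hours before compound delivery. ATP-based CellTiter-Glo luminescence measured viability, normalized to DMSO and no-cell controls.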
MCF10A rereplic = inducers of DNA re-replication in MCF 10A breast cells | Potency, µM (highest dose often 46.1 µM), for inactives: top-dose activity, positive = re-replication, actives largely listed as activators | MCF 10A DNA re-replication, Hoechst nuclear intensity, 48 h | AID 624296 | 2.9% of 350,000 active; also: potency is read from the fitted curve at half-maximal effect; % of control where 0% means no effect; nearly all actives have a fitted effect of over 50% in size
HEK293 tox = cytotoxic in the GLP-1 receptor inverse agonist counter-screen; HEK293 cAMP-luciferase reporter cells, luminescence, 24 h; AID 624418; 0.13% of 410,000 active; Potency, µM (top dose mostly 38.3 µM), for inactives: at the top dose activity change, negative = inhibition, actives largely listed as inhibitors;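 also: loss of luciferase light is scored as toxicity; potency is read from the fitted curve at half-maximal effect; % is scaled to controls: 0 for no effect and ±100 for the full control effect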
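A 23 nL compound transfer followed 12 hours of cell culture at 37 deg C; exposure then lasted 24 hr. Luciferase assay detection reagent was dispensed and plates read for luminescence after a 12 min room-temperature wait.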
HT1080 IDH1KD tx = HT-1080 IDH1 knockdown cell toxicity (counter line). 2% of 360,000 active. Potency, µM (titrated, usually from 46.1 µM), inactives show top-dose activity, negative = toxicity, usual class: cytotoxic. HT-1080 IDH1 knockdown viability, ATP luminescence, 48 h;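 also: potency is read from the fitted curve at half-maximal effect; 0% = DMSO wells and -100% = cell-free medium wells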
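% activity derives from luminescence (CellTiter-Glo), normalised to DMSO and no-cell wells. HT-1080-IDH1KD cells, 750/well, had 48 h compound exposure at 37 °C.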
* = called active by the depositor; ? = inconclusive; . = no result given; [ ] = remark or other dose. Unless noted, calls follow the shape of the dose curve; as a rule, active = well fitted curve in the direction sought with a large enough effect; inconclusive = small, poorly fitted or top-dose-only effect, or another doubt; inactive = no such curve, though single readings can be large; an effect the other way counts as inactive or inconclusive.

SMILES | KB-3-1 tox | IL1B secr inh | SW480 rereplic | KB-V1 cytotox | D3 ag | HT1080-NT tox | MCF10A rereplic | HEK293 tox | HT1080 IDH1KD tx
CC(=O)c1cccc(N(C(=O)CNC(=O)c2ccco2)C(C(=O)NC2CCCC2)c2ccc(C)o2)c1 (configuration not stated) | ? | 4 | -17% | 0% | -11 | 13% | 0% | 3% | 17%
Cc1cccc(N2CCN(C(=O)c3cc4c(=O)n(C)c5ccccc5c4n3C)CC2C)c1 (configuration not stated) | ? | -24 | 15% | ? | 4 | -12% | 6% | -20% | -18%
COc1cccc(NC(=O)Cn2c(=O)n(CCc3ccc(OC)c(OC)c3)c(=O)c3ccccc32)c1 | -1% | . | . | 5% | 0 | . | . | 1% | .
O=C(NCc1ccccc1)/C(=C/c1ccc(OC(F)F)cc1)c1ccccc1 | -9% | -5 | 1% | -18% | 2 | -26% | ? | -1% | -24%
CCn1c(=O)[nH]c(=O)c2c(N)c(C(=O)c3cc(F)ccc3F)sc21 | 4% | 41 | -5% | -30% | 2 | -12% | 11% | -6% | -1%
COC(=O)NN1C(=O)C(c2ccccc2)=C(c2ccc(Cl)cc2)C1=O | 16% | 2 | -126%[inhibitor] | 4% | -6 | -8% | 24% | ? | -12%
O=C(c1cc2c(s1)CCCCC2)N1CCN(c2ncccn2)CC1 | 9% | 21 | -1% | 16µM* | -3 | 7% | 0% | 10% | -2%
CCn1c(SCc2ccccc2Cl)nc2nc3c(cc2c1=O)CCCC3 | ? | ? | ? | -29% | -12 | -8% | 18µM* | 3% | -29%
CCOc1cc(/C=C2\SC(=S)N(N3CCOCC3)C2=O)ccc1O | -1% | 4 | ? | 24% | 8 | 3% | -1% | -17% | 7%
CSc1ccccc1N=Cc1nc(-c2ccccc2)oc1O | -16% | -4 | 1% | 7% | 0 | 15% | 2% | -4% | 9%
O=C(c1ccc(Cl)c(Cl)c1)N1CCCC1 | 17% | 29 | -1% | 3% | 1 | 13% | 0% | 0% | 6%
CCC(C)Sc1ccc([C@H]2N[C@@](CC(C)C)(C(=O)OC)[C@H]3C(=O)N(C)C(=O)[C@@H]23)cc1 (some centres not stated) | ? | ? | 3% | ? | 0 | -7% | ? | 0% | -13%
O=C(NCc1ccccc1)N(Cc1cc2cc3c(cc2[nH]c1=O)OCO3)CC1CCCO1 (configuration not stated) | 2% | -10 | -6% | 1% | 2 | -1% | 19% | 15% | -6%
COc1cc2c(cc1OC)C(c1ccccc1C(F)(F)F)CC(=O)N2 (configuration not stated) | 0% | -53* | 0% | 0% | -6 | -20% | 9% | -1% | -16%
O=C(C(O)c1ccccc1)N1CCN(S(=O)(=O)c2ccc(F)c(F)c2)CC1 (configuration not stated) | 1% | -9 | . | -10% | 9 | 20% | . | -5% | 15%
OC(c1ccccc1)(C1CCCCC1)C(CN1CCOCC1)c1ccccc1 (configuration not stated) | -19% | -2 | 24% | ? | 25 | ? | ? | ? | ?
Cn1c(=O)c(C(=O)CSc2nnc(Nc3ccccc3)s2)c(N)n(Cc2ccccc2)c1=O | -5% | 14 | 3% | 0% | 4 | -12% | ? | 10% | -10%
COc1cc(/C=C/C(=O)Nc2ccc3nc4n(c(=O)c3c2)CCCC4)cc(OC)c1OC | -7% | ? | 21% | 0% | 5 | -3% | 24% | 4% | -11%
Cn1c(=O)c2ncn(CC(=O)O)c2n(C)c1=O | -12% | 6 | -8% | 2% | 2 | 6% | 1% | -1% | 10%
COc1cccc(C(C)(O)c2nc(-c3cc4ccccc4o3)cs2)c1 (configuration not stated) | -2% | 62 | . | ? | 0 | ? | . | 2% | ?
O=S(=O)(c1ccc(Cl)s1)N1CCN(Cc2ccccc2)CC1 | -15% | 20 | -4% | 0% | -10 | 9% | 3% | 0% | 8%
O=C(CCCN1CCOC(c2ccccc2)C1)c1ccc(F)cc1 (configuration not stated) | 1% | -9 | 0% | -2% | -26 | -1% | 2% | 6% | -12%
CCOC(=O)C1CCCN(C(=O)C2CCN(Cc3nc(-c4ccc(Cl)cc4)oc3C)CC2)C1 (configuration not stated) | -10% | -24 | -4% | -15% | -16 | -2% | ? | -13% | -10%
O=C(CCSCc1ccccc1Cl)NC1CCCCC1 | 8% | 6 | 9% | 2% | -4 | 16% | -19% | 7% | 14%
CCN(CC(=O)NCc1ccc(F)cc1)C(=O)/C=C/c1ccc(OC)c(S(=O)(=O)NC(C)C)c1 | 2.6µM* | 58 | 8.2µM* | 51% | -2 | 4.1µM* | 1.8µM* | -15% | ?

Rewritten with values under each structure: entries from further up.
Sequence of screens: KB-3-1 tox	IL1B secr inh	SW480 rereplic	KB-V1 cytotox	D3 ag	HT1080-NT tox	MCF10A rereplic	HEK293 tox	HT1080 IDH1KD tx
> O=C(NCc1ccccc1)/C(=C/c1ccc(OC(F)F)cc1)c1ccccc1
 : -9%	-5	1%	-18%	2	-26%	?	-1%	-24%
> CCn1c(=O)[nH]c(=O)c2c(N)c(C(=O)c3cc(F)ccc3F)sc21
 : 4%	41	-5%	-30%	2	-12%	11%	-6%	-1%
> COC(=O)NN1C(=O)C(c2ccccc2)=C(c2ccc(Cl)cc2)C1=O
 : 16%	2	-126%[inhibitor]	4%	-6	-8%	24%	?	-12%
> O=C(c1cc2c(s1)CCCCC2)N1CCN(c2ncccn2)CC1
 : 9%	21	-1%	16µM*	-3	7%	0%	10%	-2%
> CCn1c(SCc2ccccc2Cl)nc2nc3c(cc2c1=O)CCCC3
 : ?	?	?	-29%	-12	-8%	18µM*	3%	-29%
> CCOc1cc(/C=C2\SC(=S)N(N3CCOCC3)C2=O)ccc1O
 : -1%	4	?	24%	8	3%	-1%	-17%	7%
> CSc1ccccc1N=Cc1nc(-c2ccccc2)oc1O
 : -16%	-4	1%	7%	0	15%	2%	-4%	9%
> O=C(c1ccc(Cl)c(Cl)c1)N1CCCC1
 : 17%	29	-1%	3%	1	13%	0%	0%	6%
> CCC(C)Sc1ccc([C@H]2N[C@@](CC(C)C)(C(=O)OC)[C@H]3C(=O)N(C)C(=O)[C@@H]23)cc1 (some centres not stated)
 : ?	?	3%	?	0	-7%	?	0%	-13%
> O=C(NCc1ccccc1)N(Cc1cc2cc3c(cc2[nH]c1=O)OCO3)CC1CCCO1 (configuration not stated)
 : 2%	-10	-6%	1%	2	-1%	19%	15%	-6%
> COc1cc2c(cc1OC)C(c1ccccc1C(F)(F)F)CC(=O)N2 (configuration not stated)
 : 0%	-53*	0%	0%	-6	-20%	9%	-1%	-16%

New compounds follow
SMILES | KB-3-1 tox | IL1B secr inh | SW480 rereplic | KB-V1 cytotox | D3 ag | HT1080-NT tox | MCF10A rereplic | HEK293 tox | HT1080 IDH1KD tx
COc1ccc(-c2coc3c(C(=O)NCCc4ccccc4)cccc23)c(C)c1 | -10% | -28 | . | ? | 2 | ? | . | -9% | ?
Cc1ccc(NC(=O)NC2(C(=O)NCc3ccco3)CCCCC2)cc1 | 11% | -1 | -8% | -27% | 7 | 4% | 4% | 0% | 21%
Cc1ccc(NC(=O)C2CCN(C(=O)c3ccccc3C)CC2)cc1 | 0% | 22 | -9% | -24% | -1 | -2% | 9% | -15% | -7%
CCN(CCn1cccn1)C(=O)CC1C(=O)NCCN1Cc1ccc(OC)c(OC)c1 (configuration not stated) | 2% | -12 | ? | -1% | 0 | 12% | 10% | 3% | 8%
CCOC(=O)c1[nH]nc2c1C(=O)N(Cc1ccccc1)C2=O | -3% | 6 | -7% | 22% | -16 | -8% | -2% | -11% | 0%
C=CCNC(=S)N/N=C(\C)c1ccc(-n2ccnc2)cc1 | 30% | ? | ? | 70% | 5 | -6% | ? | ? | 1%
COCCNC(=O)C(c1ccc(C)o1)N(C(=O)C(=O)NC1CCCCC1)c1ccc(F)cc1 (configuration not stated) | 13% | 13 | 2% | -16% | 1 | 4% | 2% | -5% | 0%
CCOC(=O)c1c(NC(=O)CN2CCN(C(=O)c3ccco3)CC2)sc2c1CCCC2 | -4% | 82 | 2% | 19% | 0 | 0% | 7% | 0% | -4%
CCN(CC)S(=O)(=O)c1cc(-c2nnc(-c3ccc(Br)cc3)o2)ccc1Cl | ? | ? | 0% | -7% | -11 | -13% | 28% | -3% | -9%
Cc1ccc(-c2nc(-c3cc4cccc(OCc5cccc(F)c5)c4oc3=O)no2)cc1 | 8% | . | . | 0% | 2 | . | . | 2% | .
CC1CCCC(NCC(O)COC(c2ccc(F)cc2)c2ccc(F)cc2)C1C (configuration not stated) | ? | -115* | 0% | 18µM* | -14 | 16µM* | ? | ? | 21µM*
CCOC(=O)C1CSC(CC(=O)Nc2ccc(Cl)cc2)C(=O)N1 (configuration not stated) | 3% | 3 | -1% | -13% | -4 | -12% | 5% | 4% | -10%
CC1=CC(C)(C)[N+](C)=CN1c1ccccc1 | 19% | 22 | -10% | -1% | -8 | 1% | -2% | 4% | 25%
Nc1c(C(=O)Nc2ccc(Cl)c(C(=O)O)c2)sc2nc3c(cc12)CCCC3 | . | 10 | ? | . | 12 | 0% | ? | 48%[activator] | 4%
COc1cccc(-c2ncc3ccccc3c2COC(=O)N2CCOCC2)c1 | -4% | -21 | -12%[9.22 µM] | 0% | 5 | -4% | 1% | -5% | 6%
O=C(Nc1ccc2c(c1)OCO2)[C@@H]1CCCN1S(=O)(=O)c1cccc2cccnc12 | 4% | 17 | 3% | ? | -10 | -2% | -15% | -25% | 2%
O=C(O)c1ccc2nc(C(F)(F)F)[nH]c2c1 | 9% | 3 | -8% | 24% | 1 | 5% | 0% | 7% | 3%

No enrichment for hits; overall some 11% were active at least once.
